High-throughput results from PubChem BioAssay.
TbPYK inhibitor: blocks Trypanosoma brucei pyruvate kinase | TbPYK enzyme, Kinase-Glo Plus ATP luminescence, 45 min | Potency, µM (titrated, usually from 76.8 µM), inactives show top-dose activity, negative = inhibition, actives largely listed as inhibitors | Q57TT1 | actives 0.12% (n = 410,000) | AID 624173; active means well fitted inhibition curve with a large enough effect; further: nearly all actives have a fitted effect of over 50% in size
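ADP (130 uM final) triggers the TbPYK reaction after compound addition; incubation is 45 min at room temperature. Kinase-Glo Plus is then added and luminescence imaged. Normalized data are fitted to concentration-effect curves.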
Active calls of the source: *; [ ] = remark or other dose. On the % scale 0 is the no-effect control and ±100 the full control effect; potency means the concentration at half of the fitted maximal effect.

Structure	TbPYK inhibitor
O=C1C(c2ccc(F)cc2)N(CCc2ccccc2)C(=O)CN1C1CCCCCC1 (stereo not given)	1%
COc1ccccc1CCNC(=O)CCc1c(C)c2cc3c(C)c(C)oc3cc2oc1=O	9%
O=C(Nc1cccc(F)c1)c1ccc(-c2ccccc2)s1	-3%
CC(=O)N1CCc2c(sc3c2c(=O)n(-c2ccccc2)c(=O)n3CC(=O)Nc2ccccc2C)C1	-3%
CCOc1ccc(C(=O)N2CCC(c3nc(-c4ccc(S(=O)(=O)N5CCCC5)cc4)no3)CC2)cc1	-9%
Cc1ccc(CNC(=O)c2cc3c(s2)-c2c(C)cccc2OC3)cc1	9%
O=C(c1csnn1)N1CCC2(CC1)CN(c1cccc(-c3ccccc3)c1)C2	5%
COc1ccc2c(c1)sc1ncc(C(=O)NCc3ccc(OC(C)C)cc3)c(=O)n12	-3%
Cc1cc(C)c(NS(=O)(=O)c2ccc(-c3coc(C)n3)cc2)c(C)c1	0%
Cc1ccc2c(c1)c(=O)c1ccccc1n2CCCC(=O)Nc1ccc(C)c(F)c1	2%
CCOC(=O)C1CCN(C(=O)C2COc3ccccc3C2)CC1 (stereo not given)	4%
CCC(C)NC(=O)C1CCN(C(=O)c2cc3sccc3n2Cc2ccc(Cl)cc2)CC1 (stereo not given)	-14%
COc1ccccc1NC(=O)N1CCC(CN2CCc3ccccc3C2)CC1	-7%
COc1ccc(NS(=O)(=O)c2cc3c4c(c2)CC(=O)N4CCC3)cc1Cl	2%
Cc1cc(=O)n(CC(=O)Nc2ccc(Cl)c(Cl)c2)c(-n2nc(C)cc2C)n1	-6%[15.4 µM]

Structure	TbPYK inhibitor
CCC(Cn1nnc2ccccc2c1=O)NC(=O)Nc1ccccc1Cl (stereo not given)	5%
CCOC(=O)c1ccc(NC2=CC(c3ccc(O)c(OCC)c3)N(c3ccc(C(=O)OCC)cc3)C2=O)cc1 (stereo not given)	7%
COc1ccc(CCNC(=O)Cn2cc(C(=O)c3ccc(F)cc3)c(=O)c3ccc(C)nc32)cc1OC	-8%
CCc1ccc(S(=O)(=O)c2nnn3c2nc(N2CCCC(C)C2)c2cc(Cl)ccc23)cc1 (stereo not given)	-3%
COc1ccccc1-c1nc2c(c(SCc3cccc(Cl)c3)n1)Cc1c(CO)cnc(C)c1O2	-1%
COc1ccc(-c2ccc(CNCCCSc3nnnn3C)o2)cc1Cl	1%
COc1ccc(NC(=O)c2c(NC(=O)c3cccc(C)c3)sc3c2CCCC3)cc1	0%
COc1ccccc1CN1CC2(CCN(C(=O)c3cnccn3)CC2)C1	-10%
CCn1cc(C2N3CC4(CC)CN2CC(CC)(C3)C4=O)c2ccccc21 (stereo not given)	-1%
Cc1cc(NS(=O)(=O)c2ccc(NC(=O)c3ccccc3F)cc2)nc(C)n1	0%
Cn1c(C(=O)NCc2cccc(F)c2)cc2cc(S(=O)(=O)N3CCCCC3)ccc21	2%
Cc1ccc(C)c(N2CCN(C(=O)c3noc4c3CCCCC4)CC2)c1	-8%
CN(C(=O)CSc1nc2ccccc2n1CC(=O)N(C)c1ccc(F)cc1)c1ccccc1	-3%
COCCNC(=O)CCCn1c(=O)[nH]c2ccsc2c1=O	-4%
Cc1cccn2c(=O)c(C(=O)NCCc3ccc(S(N)(=O)=O)cc3)c(O)nc12	-6%

Exported with each value named: entries from further up
COc1ccccc1-c1nc2c(c(SCc3cccc(Cl)c3)n1)Cc1c(CO)cnc(C)c1O2
  TbPYK inhibitor = -1%

COc1ccc(-c2ccc(CNCCCSc3nnnn3C)o2)cc1Cl
  TbPYK inhibitor = 1%

COc1ccc(NC(=O)c2c(NC(=O)c3cccc(C)c3)sc3c2CCCC3)cc1
  TbPYK inhibitor = 0%

COc1ccccc1CN1CC2(CCN(C(=O)c3cnccn3)CC2)C1
  TbPYK inhibitor = -10%

Continuation.
Structure	TbPYK inhibitor
Cc1nn(CC(=O)NCc2ccccc2Cl)c(=O)c2cccn12	-6%
Cc1nc2nncn2c(N2CCN(c3ccccc3)CC2)c1C	4%
Cc1ccc(-n2c(/C=C/c3cccc4ccccc34)nc3ccccc3c2=O)cc1	-2%
Cc1nc2cccnc2n1C1CCN(C(=O)Nc2ccccc2C(F)(F)F)CC1	-1%
CCc1ccc(CN(Cc2ccco2)C(=O)COc2ccc(Cl)cc2C)cc1	0%
COC(=O)c1cccnc1-n1c(=O)c2cccnc2n(CC(=O)Nc2ccccc2F)c1=O	2%
Cc1ccc(OCC(=O)Nc2ccccc2OCc2cc(=O)n3ccccc3n2)cc1C	3%
Cc1ccc2c(c1)N(C(=O)C1CCN(S(=O)(=O)c3c(C)noc3/C=C/c3ccccc3F)CC1)CCO2	-1%
Cc1ccccc1CN1C(=O)c2ccccc2Sc2ccc(C(=O)NC(C)c3ccccc3)cc21 (stereo not given)	1%
O=C(NCCc1ccc(Cl)cc1)c1ccc(CS(=O)(=O)Cc2ccccc2F)o1	-8%
CCC(C)n1c(=N)c(C(=O)NC2CCCC2)cc2c(=O)n3ccccc3nc21 (stereo not given)	2%
Cn1c(=O)c2[nH]c(CCCC(=O)O)nc2n(Cc2ccccc2)c1=S	0%
O=C(NOC[C@H](O)CO)c1ccc(F)c(F)c1Nc1ccc(I)cc1F	-6%
CC(=O)Nc1ccccc1Nc1nc(NCCO)nc(N2CCCC2)n1	-3%
CCOC(=O)C1CCCN(S(=O)(=O)c2cc(-c3cc(C)no3)ccc2C)C1 (stereo not given)	6%[15.4 µM]

A second format for three compounds above.
O=C(NCCc1ccc(Cl)cc1)c1ccc(CS(=O)(=O)Cc2ccccc2F)o1
- TbPYK inhibitor = -8%
CCC(C)n1c(=N)c(C(=O)NC2CCCC2)cc2c(=O)n3ccccc3nc21 (stereo not given)
- TbPYK inhibitor = 2%
Cn1c(=O)c2[nH]c(CCCC(=O)O)nc2n(Cc2ccccc2)c1=S
- TbPYK inhibitor = 0%

Continued:
Structure	TbPYK inhibitor
O=C(c1ccco1)N1CCC2(CCCN(Cc3ccccc3)C2)CC1	-5%
CC(=O)c1cc(-c2ccccc2)n(CCC(=O)NC(C)c2ccccc2)c1C (stereo not given)	0%[15.4 µM]
Cc1ccc(-c2nn(-c3ccc(F)cc3F)c3c2cnc2ccc(F)cc23)cc1	-1%
CCc1ccccc1NC(=O)CSc1nc2ccccc2nc1Cc1cccc(OC)c1	16%
Cc1ccc(-c2nnn3c2nc(NC2CCC(C)CC2)c2ccccc23)cc1 (stereo not given)	-7%
Cc1nn(-c2ccccc2)c2c1cc1c(=O)n(C)c(=O)nc-1n2-c1cccc(Cl)c1	-3%
COc1cc2c(cc1OC)C(c1ccc(Cl)cc1)N(c1ccc(C)c(F)c1)C(=O)C2 (stereo not given)	2%
CCCN1C(=O)C2(c3ccccc31)c1c(oc3ccc(C)cc3c1=O)C(=O)N2CCOC (stereo not given)	1%
COc1ccccc1-c1nnc(C2CCN(S(=O)(=O)c3ccc(CC(C)C)cc3)CC2)o1	-3%
Cc1ccc(Nc2ncnc3c2nc2n3CCCC2)c(Br)c1	-2%
COC(=O)c1ccc(NC(=O)CSc2nc(=O)n(Cc3ccco3)c3c2CCC3)cc1	0%
CCc1ccccc1NC(=O)c1ccc(=O)n(Cc2ccc(F)cc2)c1	2%
COc1cc(OC)c(NC(=O)C(c2ccccc2)N2Cc3ccccc3C2=O)cc1Cl (stereo not given)	2%
Cc1cc(C)cc(NC(=O)C2CCCN2S(=O)(=O)c2ccc3nc(-c4ccccc4)[nH]c3c2)c1 (stereo not given)	3%
CCOc1ccccc1C(=O)Nc1cc(-c2nc3cccnc3s2)ccc1C	-7%

Structure	TbPYK inhibitor
COc1c(Cl)cc(C(=O)N(Cc2ccccc2F)C2CCS(=O)(=O)C2)cc1Cl (stereo not given)	3%
Cn1nc(-c2ccc(OCC(=O)Nc3ccc(Cl)cc3)cc2)c2ccccc2c1=O	5%
COc1ccc(N2CCN(S(=O)(=O)CCNC(=O)Cc3ccc(OC)c(OC)c3)CC2)cc1	1%
CCOC(=O)c1cnc2ccc(C(=O)OC)cc2c1Nc1ccc(OCc2ccccc2Cl)cc1	2%
COc1ccccc1CCn1c(=O)c(C)nc2cncnc21	1%
COCCn1c(=O)c(-c2cn(C)c3ccccc23)nc2cnc(Oc3ccc(OC)cc3)nc21	-1%
COc1cc(OC)c(NC(=O)C2=C(C)C(=O)OC23CCN(C(C)=O)CC3)cc1Cl	3%[15.4 µM]
CC1=C(C(=O)OCC2CCCCC2)C(c2cccc(Cl)c2Cl)CC(=O)N1 (stereo not given)	2%
CCOc1ccc(CNCc2c(C(=O)O)c(C)n(Cc3cccc(OC)c3)c2C)cc1OC	-4%
COC(=O)c1cccc(NC(=O)Nc2cc(C(=O)NCc3cccc(F)c3)ccc2N2CCCC2)c1	4%
CCn1cc(C(=O)N2CCN(c3cc(C)ccc3C)CC2)c(=O)c2cc(S(=O)(=O)N(C)C3CCCCC3)ccc21	1%
COC(=O)c1c(NC(=O)CCCOc2ccccc2C)sc2c1CCC(C)C2 (stereo not given)	-3%
Cc1cc(C)cc(NS(=O)(=O)c2cc3c(cc2C)NC(=O)CO3)c1	-5%
O=C(C1CC1)N1CCc2cc(Br)cc(S(=O)(=O)N3CCN(c4ccccc4F)CC3)c21	-1%
Cc1ccc(-c2cc3ncc4c(n3n2)-c2cc(C)ccc2OC4)cc1	1%

Structure	TbPYK inhibitor
CN(C)c1ccc(/C=C(\C#N)c2nc(-c3ccc(Cl)c(Cl)c3)cs2)cc1	2%
CN(C(=O)c1cc(-c2ccccc2O)on1)c1ccccc1	0%
COc1ccc(OC)c(NC(=O)CC2C(=O)NCCN2C(=O)C(F)(F)F)c1 (stereo not given)	-2%
COc1ccccc1CN1CC[C@@]2(CCCN(C(=O)c3c(C)noc3C)C2)C1	10%
CC(=O)O[C@H]1C[C@@H]2CC[C@@H]3[C@H](CC[C@]4(C)[C@H](OC(C)=O)[C@@H](N5CC[N+](C)(C)CC5)C[C@@H]34)[C@@]2(C)C[C@@H]1N1CC[N+](C)(C)CC1	-8%
O=C(Cn1c(SCCOc2ccccc2Cl)nc2ccccc21)N1CCOCC1	-9%
Cc1ccc2c(c1)c(=O)c1ccccc1n2CCCC(=O)Nc1cc(Cl)ccc1C	-15%
CSc1ncc(Cl)c(C(=O)Nc2c(C(=O)c3ccc(Cl)cc3)oc3ccccc23)n1	2%
O=C(Nc1ccc(C(F)(F)F)cc1)N1CCC(N2CCCCC2)CC1	1%
Cc1cc(C)n2nc(CNC(=O)c3cccc(Cl)c3)nc2n1	-1%
O=C(CCS(=O)(=O)c1ccccc1)N(Cc1cccnc1)c1nc2ccc(F)cc2s1	4%
Cc1ccc(NC(=O)Cn2nnc(C(=O)NCc3ccc4c(c3)OCO4)c2N)cc1Cl	1%
Cn1c(=O)c(=O)n(C)c2cc(NC(=O)c3ccccc3Br)ccc21	-11%
O=C(CN1C(=O)C2(SCC(=O)N2c2ccccc2)c2ccccc21)Nc1ccccc1C(F)(F)F (stereo not given)	-3%
CCc1ccc(NC(=O)Cn2c(=O)n(CCCCC(=O)NCCc3ccccc3)c(=O)c3ccccc32)cc1	0%

Structure	TbPYK inhibitor
CCc1ccc(-c2nn(CC(=O)NC3CCCCC3)c3c2cnc2ccc(OC)cc23)cc1	-4%
Cc1ccc(NC(=O)c2cc(S(=O)(=O)NC3CCCCCC3)ccc2F)cc1F	4%
CCOc1ccc(CCNC(=O)c2nn(-c3ccc(OC)cc3)c(=O)c3c2c2ccccc2n3C)cc1OCC	0%
CCc1cc2c(cc3c(=O)n(CC(=O)NCCc4ccccc4)ncn32)s1	-4%
COc1cc(OC)c(NC(=O)C2CCN(S(=O)(=O)c3ccc4c(c3)oc(=O)n4C)CC2)cc1Cl	-2%
Cc1ccc(Nc2nc3ccccc3c3nncn23)cc1C	0%
CC(C)c1cnc2c(c1SCC(=O)NCc1ccccc1)c(=O)n(C)c(=O)n2C	-6%
CCCSc1ncc(Cl)c(C(=O)Nc2ccc(S(=O)(=O)N3CCCCC3C)cc2)n1 (stereo not given)	0%
O=C(Nc1ccccc1C(F)(F)F)C1CCN(c2nnc(-n3cccc3)s2)CC1	2%
Cc1ccc(NC(=O)c2ccc(CN3CC(=O)N4CCCCC4C3=O)cc2)c(Cl)c1 (stereo not given)	4%
C#CCn1c(=O)n(-c2cccc(Cl)c2C)c(=O)c2c3c(sc21)CN(C(C)=O)CC3	1%
CCOc1ccccc1NC(=O)c1ccc(C(=O)Nc2ccccc2OCC)cc1	-12%
Cc1ccc2nc(-c3ccc(Cl)c(NC(=O)c4cccnc4)c3)oc2c1	-1%
Cc1cccc(NC(=O)Cn2nc(C)c3nn(-c4ccc(Cl)cc4)c(C)c3c2=O)c1C	4%
CS(=O)(=O)c1ccc(C(=O)OCC(=O)N2CCOCC2)cc1[N+](=O)[O-]	0%
CCOC(=O)c1c(-c2ccccc2)csc1NC(=O)c1nc(SCC)ncc1Cl	-5%
Cc1c(C(=O)N(C)C)sc2c1c(=O)n(-c1ccc(F)cc1)c(=O)n2CC(=O)N(C)c1ccccc1	-2%
CSc1ccc(CCNC(=O)c2c(C)oc3ncn(C)c(=O)c23)cc1	3%

As entered above:
CSc1ccc(CCNC(=O)c2c(C)oc3ncn(C)c(=O)c23)cc1 – TbPYK inhibitor: 3%
CCOc1ccccc1NC(=O)c1ccc(C(=O)Nc2ccccc2OCC)cc1 – TbPYK inhibitor: -12%
CCc1ccc(-c2nn(CC(=O)NC3CCCCC3)c3c2cnc2ccc(OC)cc23)cc1 – TbPYK inhibitor: -4%
CCOC(=O)c1c(-c2ccccc2)csc1NC(=O)c1nc(SCC)ncc1Cl – TbPYK inhibitor: -5%

Not all compounds are listed; the hit share may differ from the screen's.
